# Rab7 wt modul: modulators of GTP binding to dog Rab7 wildtype GTPase; GST-Rab7 beads, fluorescent GTP binding, flow cytometry; actives lie on both sides; untreated = 100%, excess cold GTP = 0%; 190,000 tested, 0.055% active; GTP binding activity (percent of control), % at 10 µM; AID 758;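 active = fluorescent GTP binding to Rab7 beads changed by at least 20 points from the 100% baseline, either direction, mostly lower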;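 note: median green fluorescence of bound Bodipy-FL-GTP per Rab7 bead population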
# Bim-Bcl-XL: disrupts Bim peptide binding to human Bcl-XL; Q07817; bead flow cytometry, fluorescence; inhibition, % at 10 µM; 190,000 tested, 0.04% active
# Target sequence (Q07817 whole entry, looked up): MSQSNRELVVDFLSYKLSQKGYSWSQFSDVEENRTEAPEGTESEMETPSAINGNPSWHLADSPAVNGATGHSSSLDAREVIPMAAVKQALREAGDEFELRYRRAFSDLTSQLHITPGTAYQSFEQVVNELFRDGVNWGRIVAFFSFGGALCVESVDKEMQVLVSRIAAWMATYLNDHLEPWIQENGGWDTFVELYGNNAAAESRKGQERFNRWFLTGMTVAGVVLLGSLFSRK
# Cdc42 wt GTP: human Cdc42 wildtype GTP binding change, either direction. percent activity (GTP binding), % at 10 µM. P60953. AID 761. GST-Cdc42 beads, Bodipy-GTP binding, flow cytometry; actives lie on both sides. 190,000 tested, 0.2% active;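 active = percent activity GTP binding at least 20 points away from the 100% baseline, either down as inhibitor or up as activator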;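 note: median bead fluorescence of bound Bodipy-FL-GTP at 100 nM; 0% = excess unlabeled GTP control and 100% = no compound control; below 100% means less GTP binding so inhibitor and above means activator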
# Rac1 mut GTP: modulators of GTP binding to human Rac1 activated mutant; P63000; GST-Rac1 activated beads, fluorescent GTP binding, flow cytometry; actives lie on both sides; 100% means binding = to untreated wells; percent activity (GTP binding), % at 10 µM; 190,000 tested, 0.11% active; AID 764;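 active = GTP binding at least 20 percentage points away from the 100% baseline, in either direction, so actives lie on both sides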
# Bfl-1 Bim block: disrupts Bim binding to human Bfl-1; Bead-based flow cytometry, Bim-Bfl-1 binding inhibition; inhibition, % at 10 µM; 190,000 tested, 0.12% active; AID 1008;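 note: 0% = wells without compound plus tracer and 100% = blocker peptide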
# Rac1 wt modul: modulators of human Rac1 wildtype GTP binding | P63000 | 190,000 tested, 0.27% active | GST-Rac1 beads, fluorescent GTP binding, flow cytometry; actives lie on both sides; 0 = cold GTP competed, 100 = untreated | GTP binding activity (% of control), % at 10 µM;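 active = GTP binding activity at least 20 points away from the 100% control level, either lower or higher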
# Rab2A wt mod: changes GTP binding to wildtype dog Rab2A, up or down; GST-Rab2 wt beads, Bodipy-GTP binding, flow cytometry; GTP binding activity, % at 10 µM; 190,000 tested, 0.19% active;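 active = GTP binding activity at least 20 points away from 100%, either lowered or raised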;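 note: 0% = beads with excess unlabeled GTP and 100% = no-compound control corrected for plate trend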
# Bcl-2 Bim block: human Bim-Bcl-2 interaction inhibition; P10415; Bead-based flow cytometry, Bim peptide-Bcl-2 binding; inhibition, % at 10 µM; 190,000 tested, 0.06% active; in the data active = inhibition above about 40%;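 note: 0% = no compound wells with probe peptide and 100% = reference peptide inhibitor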
# Target sequence (P10415 whole entry, looked up): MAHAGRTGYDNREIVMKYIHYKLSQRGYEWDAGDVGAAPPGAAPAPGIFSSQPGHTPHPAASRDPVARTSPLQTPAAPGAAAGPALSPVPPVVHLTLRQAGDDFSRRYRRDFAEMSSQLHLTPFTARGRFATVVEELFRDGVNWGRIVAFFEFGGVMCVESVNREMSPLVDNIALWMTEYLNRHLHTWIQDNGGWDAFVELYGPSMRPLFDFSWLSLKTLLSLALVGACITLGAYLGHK
# Bim-Bcl-W: inhibitors of Bim-Bcl-W interaction, human | 190,000 tested, 0.02% active | bead-based flow cytometry, Bim peptide-Bcl-W binding | AID 952 | inhibition, % at 10 µM;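 note: 0% = bound tracer without compound and 100% = peptide blocker; higher means less fluorescent Bim peptide bound to Bcl-W beads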
# Target sequence (Q92843 whole entry, looked up): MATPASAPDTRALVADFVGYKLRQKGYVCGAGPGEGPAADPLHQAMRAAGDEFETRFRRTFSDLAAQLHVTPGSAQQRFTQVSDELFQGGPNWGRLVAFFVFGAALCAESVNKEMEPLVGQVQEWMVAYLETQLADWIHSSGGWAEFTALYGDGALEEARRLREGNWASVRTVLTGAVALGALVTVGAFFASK
# Bcl-B Bim block: inhibitors of Bim-Bcl-B interaction, human; AID 951; bead-based flow cytometry, Bim peptide-Bcl-B binding; Q9HD36; inhibition, % at 10 µM; 190,000 tested, 0.073% active;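 note: 0% = tracer peptide without compound and 100% = reference inhibitor peptide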
# HRas wt GTP bind: human HRas wildtype GTP binding, change in either direction. AID 759. 190,000 tested, 0.14% active. GTP binding activity, % at 10 µM. GST-Ras wt beads, Bodipy-FL-GTP binding, flow cytometry; actives lie on both sides;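 active = GTP binding activity at least 20% away from the 100% baseline, either lowered as inhibitor or raised as activator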;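 note: 0% = unlabeled GTP competition control and 100% = no-compound control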
# Target sequence (P01112 whole entry, looked up): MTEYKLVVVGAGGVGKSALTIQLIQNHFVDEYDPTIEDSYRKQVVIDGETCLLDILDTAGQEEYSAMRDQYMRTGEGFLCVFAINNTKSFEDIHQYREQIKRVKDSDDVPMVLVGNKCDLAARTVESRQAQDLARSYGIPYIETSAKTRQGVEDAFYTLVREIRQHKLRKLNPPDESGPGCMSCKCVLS
# Numbers without * were called inactive. Cut-off read from the data, not from the text of the source, unless noted: active = inhibition above about 40%.
1) CN1CCN(Cc2cc(=O)oc3cc4c(cc23)CCC4)CC1
2) CCOc1ccc(/C=C2\SC(=S)N(Nc3ccccc3)C2=O)cc1OC
3) CCOc1cc(/C=N/NC(=O)c2cccnc2)ccc1OCC(=O)N(C)C
4) O=C(NC1CCN(Cc2ccccc2)CC1)c1ccc(N2CC3CC(C2)c2cccc(=O)n2C3)c([N+](=O)[O-])c1 (stereo not given)
5) COc1ccc(Cl)cc1NC(=S)NCCC(c1ccccc1)c1ccccc1
6) CCC(C)C(=O)Nc1nccs1 (stereo not given)
7) COc1ccc(CN2CNc3nc4ccccc4n3C2)cc1
8) CC(C)(C)c1ccc(C(=O)N/C(=C\c2cccs2)C(=O)NCc2ccco2)cc1
assay / entry	1	2	3	4	5	6	7	8
Rab7 wt modul	98	95	95	102	91	95	99	91
Bim-Bcl-XL	-5	-3	0	-5	-2	1	-1	0
Cdc42 wt GTP	107	92	93	96	102	101	105	93
Rac1 mut GTP	101	95	93	95	97	97	100	94
Bfl-1 Bim block	-2	-3	-3	-4	4	-3	3	0
Rac1 wt modul	104	97	94	98	102	99	106	95
Rab2A wt mod	104	93	93	100	97	98	101	92
Bcl-2 Bim block	-2	-10	-3	0	3	-4	10	1
Bim-Bcl-W	-3	-2	0	1	-4	0	0	-4
Bcl-B Bim block	-3	-18	-1	-1	3	-1	10	-1
HRas wt GTP bind	105	94	95	100	97	97	103	95

9) CS(=O)(=O)N1CCCC(C(=O)NCc2cccs2)C1 (stereo not given)
10) Cn1c(C(=O)N(Cc2ccccc2)Cc2ccccn2)cc2sccc21
11) Cc1cc(NS(=O)(=O)c2ccccc2)n(-c2ccccc2)n1
12) CCOc1c(OC(C)=O)ccc(/C=C/c2ccc3cccc(OC(C)=O)c3n2)c1[N+](=O)[O-]
13) COc1ccc(C2=NN(C(=O)CSc3cn(C)c4ccccc34)C(c3ccc(OC)cc3)C2)cc1 (stereo not given)
14) Cc1ccc(C(=O)OCC(=O)Nc2sc3c(c2C#N)CCCCC3)cc1NC(=O)c1ccco1
15) CCOC(=O)N1CCN(C(=O)Cn2cnc3ccccc3c2=O)CC1
16) Cc1ccc(NC(=O)c2ccc(N3CCOCC3)c([N+](=O)[O-])c2)cc1S(=O)(=O)N1CCOCC1
assay / entry	9	10	11	12	13	14	15	16
Rab7 wt modul	105	101	98	101	99	94	104	99
Bim-Bcl-XL	-4	-2	-8	1	-4	-1	0	-2
Cdc42 wt GTP	107	103	99	103	102	91	99	102
Rac1 mut GTP	99	93	98	97	99	90	97	98
Bfl-1 Bim block	-1	-11	-12	-2	-8	-4	-6	-1
Rac1 wt modul	103	103	99	100	108	90	100	103
Rab2A wt mod	104	101	99	101	101	92	99	98
Bcl-2 Bim block	-1	-3	-8	-5	-7	-2	-2	-5
Bim-Bcl-W	0	5	-2	0	1	0	0	-1
Bcl-B Bim block	-3	-5	-6	-3	-5	-4	1	-5
HRas wt GTP bind	105	104	99	101	100	94	101	100

17) CCNc1nc(-c2ccc(OC(F)F)cc2)c(C)s1
18) CCOC(=O)C1=C(C)C2C3C(=O)N(c4cc(C)ccc4C)C(=O)C3C1(C)C1C(=O)N(c3cc(C)ccc3C)C(=O)C21 (stereo not given)
19) COc1ccc(C(=O)N2CCCC(c3nc(-c4cccs4)no3)C2)cc1OC (stereo not given)
20) CCC(=O)Nc1ccc(NC(=O)c2ccccc2)nc1
21) COc1ccccc1-n1cnc2cc(C(=O)NCc3ccco3)ccc21
22) O=C(NC1CCCCNC1=O)c1ccc(Cl)cc1 (stereo not given)
23) O=C(NC(=S)Nc1ccc(S(=O)(=O)Nc2nccs2)cc1)c1cccc(F)c1
24) COc1ccccc1CCNC(=O)CSc1nnc2ccc(-c3cccnc3)nn12
assay / entry	17	18	19	20	21	22	23	24
Rab7 wt modul	95	101	110	104	103	104	97	95
Bim-Bcl-XL	-6	-1	0	-3	-9	-9	-10	1
Cdc42 wt GTP	96	101	111	99	102	100	101	94
Rac1 mut GTP	96	101	101	98	99	97	99	94
Bfl-1 Bim block	0	-6	-3	-4	-8	-15	-17	-3
Rac1 wt modul	98	104	109	98	104	103	99	96
Rab2A wt mod	97	98	107	100	101	100	97	95
Bcl-2 Bim block	-4	-5	-1	-1	-2	-8	-6	0
Bim-Bcl-W	-2	-4	0	-1	5	0	-6	0
Bcl-B Bim block	-12	-6	0	-1	-3	-10	-8	-1
HRas wt GTP bind	96	101	109	100	102	101	98	98

25) CCN(CCO)c1ncnc2c1sc1nc(C(C)C)c3c(c12)CC(C)(C)OC3
26) CN(C)S(=O)(=O)c1ccc(C(=O)Nc2nnc(-c3cccs3)o2)cc1
27) O=C(COC(=O)COc1ccccc1[N+](=O)[O-])Nc1ccccc1Br
28) COc1ccc(-c2[nH]ncc2CN2CCC(OCc3ccccc3)CC2)c(F)c1
29) CCCCC(=O)Nc1ccccc1C(C)C
30) O=c1nc(N2CCOCC2)nc(N/N=C/c2ccc3c(c2)OCO3)[nH]1
31) Nc1c(-c2ccccc2)cnn1-c1ccc(C(=O)O)cc1
32) COC(=O)c1c(NC(=O)c2ccco2)sc(C(=O)N(C)C)c1C
assay / entry	25	26	27	28	29	30	31	32
Rab7 wt modul	103	106	100	102	105	104	98	102
Bim-Bcl-XL	0	-3	-3	-4	-2	0	8	-5
Cdc42 wt GTP	101	100	101	98	102	95	103	101
Rac1 mut GTP	98	96	101	96	98	96	98	98
Bfl-1 Bim block	-1	0	0	-5	-6	-5	-8	-2
Rac1 wt modul	102	102	104	98	101	97	101	104
Rab2A wt mod	101	102	103	101	101	98	97	99
Bcl-2 Bim block	0	-2	1	0	-4	-5	-5	-6
Bim-Bcl-W	0	-3	-1	-1	-1	0	5	-4
Bcl-B Bim block	-2	-2	-3	-4	-4	-3	-6	-10
HRas wt GTP bind	103	99	101	101	101	96	98	101

33) COc1ccc(C(=O)NNC(=S)NC(=O)/C=C/c2cccs2)cc1
34) Cc1ccc(C)c(NC(=O)COC(=O)CCc2ccc(S(=O)(=O)N3CCOCC3)cc2)c1
35) CCCCc1ccc(NC(=O)COc2ccc(C(=O)Nc3ccccc3OC)cc2)cc1
36) O=S1(=O)N=C(Nc2ccc(N3CCOCC3)c(Cl)c2)c2ccccc21
37) O=C(CCCCCNC(=O)c1ccccc1)C[N+](=O)[O-]
38) O=C(OC(C(=O)NCc1ccco1)C(OC(=O)c1ccccc1)C(=O)NCc1ccco1)c1ccccc1 (stereo not given)
39) Cc1ccc(NC(=O)COC(=O)CCC(=O)c2ccc(Cl)cc2)cc1S(=O)(=O)N(C)C
40) N/C(=N\OC(=O)Cc1ccccc1[N+](=O)[O-])c1ccncc1
assay / entry	33	34	35	36	37	38	39	40
Rab7 wt modul	95	105	102	95	101	99	98	97
Bim-Bcl-XL	-2	-4	2	0	-2	-2	-4	-11
Cdc42 wt GTP	92	94	100	97	100	98	99	103
Rac1 mut GTP	90	97	97	92	98	97	100	105
Bfl-1 Bim block	-1	-3	7	-5	1	0	-1	-17
Rac1 wt modul	93	102	99	95	101	102	102	104
Rab2A wt mod	97	97	98	93	96	97	101	102
Bcl-2 Bim block	0	0	1	-1	-4	1	-3	-8
Bim-Bcl-W	-3	1	1	-1	4	0	-2	-7
Bcl-B Bim block	-12	-3	2	-4	0	-4	-5	-11
HRas wt GTP bind	94	99	97	94	100	99	100	101

41) Cc1ccccc1NC(=O)N1CCc2ccccc2C1
42) Cc1cc(C)nc(N/C(=N\S(=O)(=O)Cc2ccccc2)Nc2ccc(F)c(Cl)c2)n1
43) NC(=O)COC(=O)/C=C/c1ccccc1[N+](=O)[O-]
44) CC(C)(C)c1ccc(S(=O)(=O)Nc2ccccn2)cc1
45) CCOC(=O)c1c(-c2ccc(C)c(C)c2)csc1NC(=O)C1CC=CCC1C(=O)O (stereo not given)
46) COc1cc(OC)c(CN2CCC(CO)(CCOc3ccccc3)CC2)c(OC)c1
47) C=CCN1C(=O)C2(/C(=C(\O)c3ccc4c(c3)OCCO4)C(=O)C(=O)N2CCCOC)c2ccccc21 (stereo not given)
48) COc1ccc(-c2cc(C(F)(F)F)nc(SCC(=O)NCCCN3CCOCC3)n2)cc1
49) COc1cccc(C2CCCN2Cc2nc(CC3CC3)no2)c1 (stereo not given)
50) CSc1nc(N(C)C)c2ccccc2n1
51) COc1ccc(N(CC(=O)Nc2ccccc2C(=O)NCCc2ccccc2)S(C)(=O)=O)cc1OC
assay / entry	41	42	43	44	45	46	47	48	49	50	51
Rab7 wt modul	97	103	106	94	97	93	99	97	101	103	97
Bim-Bcl-XL	-2	-7	-2	-3	-6	1	0	-1	-2	-1	-4
Cdc42 wt GTP	93	96	96	98	95	96	101	100	96	96	103
Rac1 mut GTP	94	99	99	95	92	95	96	98	96	92	101
Bfl-1 Bim block	-5	0	-4	-7	-12	-7	-10	-5	-5	-5	-3
Rac1 wt modul	97	103	98	94	97	102	104	100	99	95	101
Rab2A wt mod	95	98	98	94	94	92	101	97	98	98	102
Bcl-2 Bim block	-2	-3	-2	-2	-10	-3	-5	0	-1	0	-4
Bim-Bcl-W	-2	-3	0	-2	1	-1	3	-1	0	-1	-2
Bcl-B Bim block	-6	-11	-2	-2	-9	-4	-5	-2	-3	0	-3
HRas wt GTP bind	93	100	98	92	95	95	102	98	99	98	103

# Seven entries out of the list, ordered by molecular weight, rising:
50) CSc1nc(N(C)C)c2ccccc2n1
43) NC(=O)COC(=O)/C=C/c1ccccc1[N+](=O)[O-]
49) COc1cccc(C2CCCN2Cc2nc(CC3CC3)no2)c1 (stereo not given)
45) CCOC(=O)c1c(-c2ccc(C)c(C)c2)csc1NC(=O)C1CC=CCC1C(=O)O (stereo not given)
42) Cc1cc(C)nc(N/C(=N\S(=O)(=O)Cc2ccccc2)Nc2ccc(F)c(Cl)c2)n1
48) COc1ccc(-c2cc(C(F)(F)F)nc(SCC(=O)NCCCN3CCOCC3)n2)cc1
47) C=CCN1C(=O)C2(/C(=C(\O)c3ccc4c(c3)OCCO4)C(=O)C(=O)N2CCCOC)c2ccccc21 (stereo not given)
assay / entry	50	43	49	45	42	48	47
Rab7 wt modul	103	106	101	97	103	97	99
Bim-Bcl-XL	-1	-2	-2	-6	-7	-1	0
Cdc42 wt GTP	96	96	96	95	96	100	101
Rac1 mut GTP	92	99	96	92	99	98	96
Bfl-1 Bim block	-5	-4	-5	-12	0	-5	-10
Rac1 wt modul	95	98	99	97	103	100	104
Rab2A wt mod	98	98	98	94	98	97	101
Bcl-2 Bim block	0	-2	-1	-10	-3	0	-5
Bim-Bcl-W	-1	0	0	1	-3	-1	3
Bcl-B Bim block	0	-2	-3	-9	-11	-2	-5
HRas wt GTP bind	98	98	99	95	100	98	102

# Assay outcomes: PubChem BioAssay, NMMLSC
